# U2OS ROS induce = inducers of reactive oxygen species in cancer cells; U2OS ROS induction, H2DCF-DA fluorescence; ROS induction (% of piperlongumine), % at 10 µM; 2% of 46,000 active; in the data active = ROS induction above about 79%, passing the limit was not always enough; inconclusive = no clear call, values can overlap the other calls;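 also: 0% = DMSO vehicle median and 100% = reference compound median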
# * hit, by the source's call; ? = inconclusive. Not all compounds are listed; count on the stated rates, not on these rows.
# Sample of the layout, 3 compounds:
mol | U2OS ROS induce
O=C(NCc1ccccc1)C1Sc2nnc(-c3ccccc3)n2NC1c1ccc(F)cc1 (stereo unspecified) | 3.0
Cc1noc(C)c1S(=O)(=O)Nc1cccc2c1O[C@H](CN(C)S(=O)(=O)c1cn(C)cn1)[C@H](C)CN([C@@H](C)CO)C2=O | -9.2
COC(=O)CCCCCCC(=O)N/N=C/c1cccc(Br)c1 | 11.0

# The listing, from the start:
mol | U2OS ROS induce
O=C(NCc1ccccc1)C1Sc2nnc(-c3ccccc3)n2NC1c1ccc(F)cc1 (stereo unspecified) | 3.0
Cc1noc(C)c1S(=O)(=O)Nc1cccc2c1O[C@H](CN(C)S(=O)(=O)c1cn(C)cn1)[C@H](C)CN([C@@H](C)CO)C2=O | -9.2
COC(=O)CCCCCCC(=O)N/N=C/c1cccc(Br)c1 | 11.0
CC(=O)Nc1ccc(NC(=O)c2ccnn2C)cc1 | 12.4
Cc1cc(Br)ccc1NC(=O)c1cc2c(s1)-c1ccccc1OC2 | 6.4
COc1ccc(CN(C)C[C@H]2Oc3ccc(NS(=O)(=O)c4ccc(OC)cc4)cc3CC(=O)N([C@H](C)CO)C[C@H]2C)cc1 | 11.2
COc1ccc(CN(C)C[C@H]2Oc3ccc(NS(=O)(=O)c4ccc(C)cc4)cc3C(=O)N([C@H](C)CO)C[C@H]2C)cc1 | -4.1
Cc1cccc(N(C)C(=S)Oc2ccc3ccccc3c2)c1 | 2.4
Cc1cccc(CN(C)C[C@@H]2Oc3ncc(-c4cc5ccccc5o4)cc3C(=O)N([C@H](C)CO)C[C@@H]2C)c1 | 42.2
Cc1ccc(C)c(NC(=O)CCCN2C(=O)c3ccccc3C2=O)c1 | -5.5
C[C@H](CO)N1C[C@H](C)[C@H](CN(C)C(=O)Nc2ccc(C(F)(F)F)cc2)Oc2ccc(NC(=O)C3CC3)cc2CC1=O | -25.1
COc1ccc(S(=O)(=O)N(C)C[C@H]2Oc3ccc(NC(=O)Nc4c(C)noc4C)cc3C(=O)N([C@H](C)CO)C[C@@H]2C)cc1 | 2.7
O=C(Nc1ccccc1)OCc1cc(-c2ccc(Cl)cc2)oc1C(F)(F)F | -13.1
CCOC(=O)CSc1nc(-c2ccccc2)nc2sc3c(c12)CCCC3 | ?
C[C@@H]1CN([C@@H](C)CO)C(=O)c2cc(NC(=O)NC3CCCCC3)ccc2O[C@@H]1CN(C)S(=O)(=O)c1ccccc1 | -13.0
Cc1ccc(CSc2nc3ccccc3c(=O)n2Cc2ccccc2)cc1 | 8.6
COc1cc(/C=N/NC(=O)c2ccccc2O)ccc1O | -10.0
COc1ccc(-c2nnc3sc(NC(=O)C(C)C)nn23)cc1 | 41.6
C[C@@H]1CN([C@H](C)CO)C(=O)c2cccc(NC(=O)NC3CCCCC3)c2O[C@@H]1CN(C)C(=O)NC1CCCCC1 | -5.5
C[C@@H]1CN([C@@H](C)CO)C(=O)c2cccc(NS(=O)(=O)c3ccc(F)cc3)c2O[C@H]1CN(C)S(=O)(=O)c1ccccc1 | 0.5
O=C(Nc1ccc(OCc2nc3ccccc3s2)cc1)c1ccc(Cl)cc1 | -1.2
C[C@@H]1CCCCO[C@@H](CN(C)S(=O)(=O)c2ccccc2)[C@@H](C)CN([C@H](C)CO)C(=O)c2cc(NC(=O)c3ccccc3)ccc2O1 | 131.9*
Cc1ccc(-c2ccc(OC(=O)c3ccccc3F)cc2)cc1 | 25.1
C[C@H]1CN([C@@H](C)CO)C(=O)c2cccc(NC(=O)c3ccncc3)c2O[C@@H]1CN(C)S(=O)(=O)c1ccc(F)cc1 | -12.4
CC(=O)Nc1cccc(O)c1 | 5.5
COC(=O)C(CC#Cc1ccc2c(c1)[C@]1(C(=O)N2)[C@H](c2ccccc2OCCO)N2[C@H](c3ccccc3)[C@H](c3ccccc3)OC(=O)[C@H]2[C@@H]1C(=O)N1CCN(c2ncccn2)CC1)C(=O)OC | 99.0*
O=C(Nc1ccc(-c2nc3ccccc3s2)cc1)Nc1cc(F)cc2c1OCOC2 | -1.8
CO/N=C(/C(=O)N[C@@H]1C(=O)N2C(C(=O)O)=C(COC(C)=O)CS[C@H]12)c1csc(N)n1 | -5.4
Nc1nc(N2CCOCC2)ncc1S(=O)(=O)c1ccc(Cl)cc1 | -0.8
C[C@@H]1CCCCO[C@@H](CN(C)Cc2ccc(C(=O)Nc3ccccc3N)cc2)[C@@H](C)CN([C@H](C)CO)C(=O)c2cc(NC(=O)Cc3ccccc3)ccc2O1 | 57.6
Cc1noc(C)c1S(=O)(=O)Nc1ccc2c(c1)CC(=O)N([C@@H](C)CO)C[C@@H](C)[C@@H](CN(C)Cc1ccc(C(=O)Nc3ccccc3N)cc1)O2 | 25.4
O=C1C(=O)N(Cc2cccnc2)C(c2ccccn2)C1C(=O)c1cccs1 (stereo unspecified) | 3.8
O=C(Nc1ccc(N2CCOCC2)cc1)c1cnc2ccccc2n1 | 1.6
C[C@@H]1CN([C@@H](C)CO)C(=O)c2cc(N(C)C)ccc2O[C@H]1CN(C)Cc1ccc2c(c1)OCO2 | -2.8
C[C@@H]1CN([C@H](C)CO)C(=O)c2cc(NC(=O)Nc3cccc4ccccc34)ccc2O[C@@H]1CN(C)Cc1ccc(Oc2ccccc2)cc1 | 6.8
CC(C)(C)c1csc(-c2ccc(-c3cccs3)s2)n1 | -5.6
Cc1ccc(NCC(O)Cn2c3ccccc3c3ccccc32)cc1 (stereo unspecified) | -6.9
CC(C)N1C(=O)[C@@]2(Cc3ccccc31)c1ccccc1C(=O)N(Cc1ccccc1)[C@H]2c1ccc(CO)cc1 | 27.8
c1ccc2sc(SCc3cn4cccnc4n3)nc2c1 | -11.8
Cn1c(SCC(=O)Nc2ccc(Br)cc2)nnc1-c1ccccn1 | -6.2
COc1cccc(C2CC(c3cccs3)=NN2C(=O)CSC2CCCCC2)c1OC (stereo unspecified) | 36.4
C[C@@H]1CN([C@@H](C)CO)C(=O)c2cccc(NC(=O)C3CCCCC3)c2O[C@H]1CN(C)S(=O)(=O)c1cn(C)cn1 | 7.6
C[C@@H]1CN([C@@H](C)CO)C(=O)c2cccc(NC(=O)c3ccc(-c4nccs4)cc3)c2O[C@H]1CN(C)S(=O)(=O)c1cn(C)cn1 | -11.1
CCC(=O)Nc1ccc(S(=O)(=O)Nc2nccc(/C=C/c3ccccc3Cl)n2)cc1 | 3.1
C[C@@H]1CN([C@@H](C)CO)C(=O)c2cc(NC(=O)CCCN(C)C)ccc2O[C@@H]1CN(C)Cc1ccc(Oc2ccccc2)cc1 | -11.5
COc1ccc(S(=O)(=O)N2CCN(CCO)CC2)cc1-c1nnc2c3ccccc3c(C)nn12 | 19.7
C[C@H]1CN([C@@H](C)CO)C(=O)c2cccc(NS(=O)(=O)c3ccc(Cl)cc3)c2O[C@H]1CN(C)S(=O)(=O)c1cn(C)cn1 | -4.6
CCC(C)C1NC(=O)c2c1n(C)c1ccccc1c2=O (stereo unspecified) | -2.4
CCN1C(=O)/C(=C/C=C2\Sc3ccc(Cl)cc3N2C)SC1=S | -7.4
Cc1ccc(S(=O)(=O)Nc2cccc3c2O[C@@H](CN(C)S(=O)(=O)c2ccccc2)[C@H](C)CN([C@@H](C)CO)C3=O)cc1 | -2.9
CCC(=O)N(C(=O)CC)c1cc2oc3ccccc3c2cc1OC | -11.0
C[C@@H]1CN([C@@H](C)CO)C(=O)c2cc(NC(=O)Nc3ccc(F)cc3)ccc2O[C@H]1CN(C)C(=O)NC1CCCCC1 | -19.4
CC1CCCC(NC(=O)CNC(=S)N(Cc2ccc(F)cc2)C2CCCCC2)C1C (stereo unspecified) | 51.1
CCOC(=O)OC(C)OC(=O)[C@@H]1N2C(=O)[C@@H](NC(=O)[C@H](N)c3ccccc3)[C@H]2SC1(C)C (stereo partly specified) | 19.3
C[C@@H]1CN([C@@H](C)CO)C(=O)c2cccc(NC(=O)Nc3ccc4c(c3)OCO4)c2O[C@H]1CN(C)C(=O)Nc1ccc2c(c1)OCO2 | -8.6
C[C@@H]1CN([C@@H](C)CO)C(=O)c2cc(NC(=O)Cc3ccccc3)ccc2O[C@H]1CN(C)C | -0.1
C[C@H]1CN([C@@H](C)CO)C(=O)c2cc(NS(=O)(=O)c3cn(C)cn3)ccc2O[C@@H]1CN(C)S(=O)(=O)c1ccc(Cl)cc1 | -1.7
Cc1cc(C)nc(SCC(=O)c2cc3ccccc3oc2=O)n1 | 69.3
COc1ccc(NC(=O)N(C)C[C@H]2Oc3ccc(N(C)C)cc3CC(=O)N([C@@H](C)CO)C[C@H]2C)cc1 | -7.1
COc1ccccc1C(=O)Nc1cccc(-c2csc(-c3ccccc3)n2)c1 | 23.7

# Additional results:
mol | U2OS ROS induce
COc1ccc(Cl)cc1N(CC(=O)N1CCN(c2cccc(Cl)c2)CC1)S(C)(=O)=O | 1.1
CC[N+](C)(CC)CCOC(=O)C1c2ccccc2Oc2ccccc21 | ?
C[C@@H]1CN([C@@H](C)CO)C(=O)CCCn2nncc2CO[C@@H]1CN(C)C(=O)OCc1ccccc1 | 20.4
C=CCNC(=O)[C@@H]1[C@H]2C(=O)O[C@H](c3ccccc3)[C@H](c3ccccc3)N2[C@H](c2ccc(OCCO)cc2)[C@@]12C(=O)Nc1ccc(C#CC3(O)CCCCCC3)cc12 | 85.1*
Cc1ccc(S(=O)(=O)N(C)C[C@H]2Oc3ccc(NC(=O)Nc4ccc(F)cc4)cc3CC(=O)N([C@@H](C)CO)C[C@H]2C)cc1 | 24.2
Cc1ccc(S(=O)(=O)Nc2ccc3c(c2)CC(=O)N([C@@H](C)CO)C[C@H](C)[C@@H](CN(C)Cc2ccc(Cl)c(Cl)c2)O3)cc1 | 32.1
O=C(NCCc1ccccc1)c1ccc(CS(=O)(=O)Cc2ccccc2F)o1 | -14.9
COc1ccc(OC)c(NC(=O)CSc2nnc(-c3ccc(F)cc3)n2C)c1 | 55.7
Cc1cccc(CN(C)C[C@H]2OCc3cn(nn3)CCCC(=O)N([C@@H](C)CO)C[C@H]2C)c1 | -2.7
FC(F)(F)c1nc2ccc(Cl)cc2[nH]1 | 10.7
C[C@H]1CN([C@@H](C)CO)C(=O)c2cc(NS(C)(=O)=O)ccc2O[C@@H]1CN(C)Cc1ccncc1 | -16.0
C[C@@H]1CN([C@H](C)CO)C(=O)c2cc(NS(=O)(=O)c3ccccc3)ccc2O[C@H]1CN(C)CC1CC1 | -1.3
C[C@H]1CN([C@@H](C)CO)C(=O)c2cccc(NC(=O)c3cnccn3)c2O[C@H]1CN(C)Cc1ccc(C(=O)Nc2ccccc2N)cc1 | 13.7
Cc1ccccc1NC(=O)CN(c1ccc(Br)cc1)S(C)(=O)=O | -1.8
C[C@H]1CN([C@@H](C)CO)C(=O)c2cc(NC(=O)CCC(F)(F)F)ccc2O[C@H]1CN(C)S(=O)(=O)c1ccc(F)cc1 | -13.7
O=C(O)c1ccccc1-c1ccccc1C(=O)NCc1ccco1 | -0.8
C[C@@H]1CN([C@H](C)CO)C(=O)Cc2cc(NS(=O)(=O)c3ccc(Cl)cc3)ccc2O[C@@H]1CN(C)S(C)(=O)=O | 12.5
COc1ccc(S(=O)(=O)N(CC(N)=O)c2ccc(C)cc2)cc1Br | -7.3
O=C(CSc1nc2sc3c(c2c(=O)n1Cc1ccccc1)CCCCC3)c1ccccc1 | 1.5
O=C(/C=C/c1c[nH]c2ccccc12)N1CCCCC1 | 30.2
CCOC(=O)C1=C(c2ccc(OC)cc2)NC(=O)NC1c1ccc(OC)cc1 (stereo unspecified) | -13.5
C[C@H](CO)N1C[C@H](C)[C@@H](CN(C)CC2CCCCC2)Oc2ccc(NS(=O)(=O)c3ccc(Cl)cc3)cc2C1=O | 8.0
C[C@H]1CN([C@@H](C)CO)C(=O)c2cc(NC(=O)Nc3ccc4c(c3)OCO4)ccc2O[C@@H]1CN(C)C(=O)Nc1ccc2c(c1)OCO2 | -10.0
C[C@@H]1CN([C@@H](C)CO)C(=O)Cc2cc(NC(=O)C3CCCCC3)ccc2O[C@@H]1CN(C)C(=O)NC1CCCCC1 | 1.2
C[C@H](CO)N1C[C@H](C)[C@@H](CN(C)C(=O)NC2CCCCC2)Oc2ccc(NS(=O)(=O)c3ccc(F)cc3)cc2C1=O | 3.3
CNC[C@H]1Oc2ccc(NC(=O)NC(C)C)cc2C(=O)N([C@H](C)CO)C[C@@H]1C | -1.6
CC(C)NC(=O)N(C)C[C@@H]1Oc2c(cccc2N(C)C)C(=O)N([C@@H](C)CO)C[C@H]1C | -16.0
COc1cc(NC(=O)Cn2nc(C(F)(F)F)c(Cl)c2C)cc([N+](=O)[O-])c1 | -3.8
CCn1c(SCC(=O)Nc2ccc(F)cc2F)nnc1-c1ccco1 | 0.7
C[C@H]1CN([C@@H](C)CO)C(=O)c2cccc(NC(=O)C3CCCCC3)c2O[C@@H]1CN(C)Cc1ccc(-c2ccccc2)cc1 | 3.6
C[C@@H]1CCCCO[C@@H](CN(C)S(C)(=O)=O)[C@@H](C)CN([C@H](C)CO)C(=O)c2cc(NS(=O)(=O)c3cccs3)ccc2O1 | 23.8
Cn1c(CN2CCOCC2)nnc1SCC(=O)N1CCc2ccccc21 | -19.4
C[C@H](CO)N1C[C@H](C)[C@H](CN(C)C)Oc2ncc(-c3ccc(F)cc3)cc2C1=O | 8.1
Cc1oc(C(C)(C)C)cc1C(=O)NCc1ccc(C(=O)O)o1 | 7.7
CCCN(C)C[C@@H]1Oc2ncc(-c3cc4ccccc4o3)cc2C(=O)N([C@H](C)CO)C[C@@H]1C | 10.2
C[C@@H]1CN([C@H](C)CO)C(=O)c2cc(N(C)C)ccc2O[C@H]1CN(C)Cc1ccncc1 | -9.3
Cc1cc(C(=O)Nc2cccc3c2O[C@@H](CN(C)S(=O)(=O)c2cn(C)cn2)[C@@H](C)CN([C@H](C)CO)C3=O)n(C)n1 | -14.7

# A few values from above.
# Reading of C[C@H](CO)N1C[C@H](C)[C@@H](CN(C)C(=O)NC2CCCCC2)Oc2ccc(NS(=O)(=O)c3ccc(F)cc3)cc2C1=O in U2OS ROS induce: 3.3
# Reading of C[C@@H]1CN([C@H](C)CO)C(=O)c2cc(N(C)C)ccc2O[C@H]1CN(C)Cc1ccncc1 in U2OS ROS induce: -9.3
# Reading of C[C@@H]1CCCCO[C@@H](CN(C)S(C)(=O)=O)[C@@H](C)CN([C@H](C)CO)C(=O)c2cc(NS(=O)(=O)c3cccs3)ccc2O1 in U2OS ROS induce: 23.8
# Reading of Cn1c(CN2CCOCC2)nnc1SCC(=O)N1CCc2ccccc21 in U2OS ROS induce: -19.4

# Source: PubChem
